RGS4 pot = RGS4 potentiation or activation; HEK293 M3R/inducible RGS4, carbachol calcium flux Fluo4; hits give low values; B-score at 10 µM; actives 0.92% (n = 310,000);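 active = B-score of the integrated calcium signal more than 4 SD below the library mean, with starting fluorescence not abnormally high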;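 also: negative B-score means reduced calcium response which marks RGS4 activation or potentiation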
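System – HEK293 FlpIn-TREx cells, stable M3R, doxycycline-inducible RGS4 · Reagent – ECmax carbachol challenge · Times – compound preincubation 20 min at room temperature before agonist · Technique – Fluo4 fluorescence kinetic imaging of calcium · Measure – B score of integrated Fluo4 ratio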
Platelet DG rel = platelet dense granule release activity | inhibition, %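 (compounds screened at 7.5 µM in platelet-rich plasma)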 | actives 0.22% (n = 300,000) | human platelet-rich plasma, SFLLRN dense granule ATP release, luminescence | AID 1663;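 active = mean replicate score, as percent of positive control, at or above 50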
TRPC4 block = blocks the mouse TRPC4 cation channel. Q9QUQ5. HEK293 TRPC4beta/mu-opioid, DAMGO-evoked Fluo4 calcium flux; hits give low values. B-score at 10 µM. actives 0.39% (n = 300,000);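 active = B-score over 3 SD under the library average, no early fluorescence shift, positive overall ratio signal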
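Assay system: HEK293 cells with stable TRPC4beta plus mu-opioid receptor expression. Dosing: single dose. Measured by: Fluo4 Ca2+ flux fluorescence. Also added: DAMGO in two steps, submaximal then maximal. Read-out: B score from integrated Fluo4 fluorescence ratio.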
MrgX1 antag = human MrgX1 receptor antagonism, primary screen; Q96LB2; MRGX1-HEK293 calcium flux, Fluo-4, BAM8-22 antagonism; hits give low values; B-score at 10 µM; actives 1.3% (n = 310,000);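 active = calcium-response B-score plate-corrected more than 3 library SD below zero, starting fluorescence within 5 deviations, no agonist response on first addition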;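 also: peak minus trough fluorescence over baseline after final BAM8-22 challenge near maximal dose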
Target sequence (Q96LB2 whole entry, looked up): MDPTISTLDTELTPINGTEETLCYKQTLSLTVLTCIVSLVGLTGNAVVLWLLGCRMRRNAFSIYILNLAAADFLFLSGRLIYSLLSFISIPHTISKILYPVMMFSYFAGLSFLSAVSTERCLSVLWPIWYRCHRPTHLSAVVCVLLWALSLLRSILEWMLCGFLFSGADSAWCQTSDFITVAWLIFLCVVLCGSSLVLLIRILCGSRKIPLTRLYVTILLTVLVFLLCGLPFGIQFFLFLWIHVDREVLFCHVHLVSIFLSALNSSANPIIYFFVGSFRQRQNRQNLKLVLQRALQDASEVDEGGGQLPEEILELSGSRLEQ
RGS4 block = inhibitors of human RGS4; HEK293 M3R/RGS4 inducible, Fluo-4 calcium flux; hits give high values; triggered by carbachol at its EC20; actives 0.45% (n = 310,000); AID 463165; B-score at 10 µM;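 active = B-score, a plate-corrected calcium signal, over three deviations above library mean, with baseline fluorescence within five deviations of library mean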;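 also: RGS4 expression induced by doxycycline in cells with stable M3 receptor; B-score is computed from the integrated fluorescence ratio over baseline after carbachol; higher B-score means a larger calcium signal and so more RGS4 inhibition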
Target sequence (P49798 whole entry, looked up): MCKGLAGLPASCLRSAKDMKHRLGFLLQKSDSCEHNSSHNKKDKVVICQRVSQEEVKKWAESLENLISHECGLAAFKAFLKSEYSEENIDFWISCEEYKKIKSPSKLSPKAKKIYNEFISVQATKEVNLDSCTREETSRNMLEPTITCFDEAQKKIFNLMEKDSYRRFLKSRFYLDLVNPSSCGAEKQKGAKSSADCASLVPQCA
TRPC6 activator = mouse TRPC6 channel activation; Q61143; HEK293-TRPC6 membrane potential dye fluorescence; hits give high values; B-score at 10 µM; actives 0.13% (n = 310,000);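 active = B-score of the integrated fluorescence ratio above library mean plus 3 SD, and starting fluorescence ratio within library mean plus 5 SD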;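 also: higher score means more depolarization so channel activation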
HIF activator = HIF pathway transcriptional activation; U2OS HRE-luciferase reporter, luminescence; normalized: DMSO 0%, desferrioxamine 100%; activation, % at 7.5 µM (by protocol); actives 0.32% (n = 300,000);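 active = mean activation of at least 10% of the iron chelator positive control signal, with at least half of replicates also reaching 10%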
TRPC6 inhibitor = inhibitors of mouse TRPC6 channel. Q61143. HEK293-TRPC6, membrane potential dye, ACh-evoked depolarization; hits give low values. B-score at 10 µM. actives 1.1% (n = 310,000). AID 2553;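 active = B-score under library mean minus 3 SD, initial fluorescence not abnormally high, positive integrated signal ratio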;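 also: B-score derived from integrated fluorescence ratio over the kinetic read; more negative B-score means stronger inhibition of depolarization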
MrgX1 agonist = activates human MrgX1 receptor signaling; MrgX1-HEK293 cells, Fluo-4 calcium fluorescence, agonist mode; hits give high values; actives 0.44% (n = 310,000); B-score at 10 µM; AID 588627;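 active = calcium response B-score plate-corrected fluorescence ratio at least 3 library SD, with starting fluorescence B-score inside 5 SD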
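Material: HEK293 cells stably expressing human MrgX1 receptor | Quantity: 15,000 cells per well | Times: Cells plated overnight, dye loaded 0.5 h 37 °C, 0.5 h room temperature | Measured by: Kinetic Fluo-4 NW fluorescence of intracellular calcium | Control set: Positive and negative controls per plate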
SKKanGAS inh = blocks kanamycin growth of S. pyogenes SKKanGAS strain; AID 1662; BacTiter-Glo, 6 h; inhibition, % at 7.5 µM; actives 1.3% (n = 300,000);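 active = mean replicate score, as percent of positive control median, at least 50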;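 also: strain carries kanamycin resistance gene driven by streptokinase promoter and grows in 40 µg/ml kanamycin; loss of luminescence reflects streptokinase promoter inhibition or plain growth inhibition; 0% = median of DMSO wells and 100% = positive control at its reference dose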
MrgX1 PAM = allosterically activates human MrgX1 receptor signaling | Q96LB2 | MrgX1-HEK293, Fluo-4 calcium flux, FDSS; hits give high values | B-score at 10 µM | actives 0.63% (n = 310,000) | AID 588675;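 active = plate-corrected calcium response at least 3 library SD above typical, normal starting fluorescence, not activating the receptor alone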;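 also: compound read alongside a low EC10 to EC30 dose of BAM8-22 agonist; peak minus trough fluorescence over baseline measured at the second addition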
* marks the source's active call; other numbers are inactive results; i = inactive; . = no result given; & = joins results of further samples.

SMILES	RGS4 pot	Platelet DG rel	TRPC4 block	MrgX1 antag	RGS4 block	TRPC6 activator	HIF activator	TRPC6 inhibitor	MrgX1 agonist	SKKanGAS inh	MrgX1 PAM
C=CCC1=C/C(=C\c2c(N)n3nc(CC(=O)N4CCOCC4)sc3nc2=O)C=C(OC)C1=O	i	-3.3	i	i	i	i	0.0	i	i	15.5	i
CC(C)(C)c1ccccc1OCCOCCN1CCCCCC1	i	-30.0	i	i	i	i	-1.1	i	i	-6.8	i
CCSc1ncc(CO)c(N)n1	i	3.3	i	i	i	i	-4.7	i	i	-1.6	i
COc1ccc(N2CCN(CC(=O)Nc3cccc(S(=O)(=O)N4CCOCC4)c3)CC2)cc1	i	16.1	i	i	i	i	1.1	i	i	-1.2	i
CC1CCN(c2c(NCC3CCC(C(=O)NCCc4ccc(Cl)cc4)CC3)c(=O)c2=O)CC1 (centres undefined)	i	1.4	i	i	i	i	-0.7	i	i	7.9	i
COc1ccc(Nc2nccc3c2nnn3C)cc1	i	-0.7	i	i	i	i	3.6	i	i	-2.8	i
CCn1c(SCC(=O)Nc2cc(C)on2)nc2c(c1=O)SC(C)C2 (centres undefined)	i	-2.8	i	i	i	i	-0.4	i	i	-4.9	i
COc1ccccc1CN1CCN(Cc2cc(OC)c(OC)cc2OC)CC1	i	3.2	i	i	i	i	0.9	i	i	-3.3	i
N#CC(Sc1ccccn1)c1ccc(Cl)cc1Cl (centres undefined)	i	-3.0	i	i	i	i	-0.1	i	i	0.4	i
Cc1ccc(CN(Cc2ccco2)C(=O)c2ccco2)cc1	i	11.6	i	i	i	i	0.0	i	i	-1.5	i
COc1ccc(-c2c(-c3ccc(O)cc3O)n[nH]c2C)cc1OC	i	-5.9	i	i	i	i	1.1	i	i	-3.4	i
Cc1ccc(-c2noc(C3CCCN(C(=O)c4cccc(Cl)c4)C3)n2)o1 (centres undefined)	i	16.8	i	i	i	i	0.4	i	i	-0.2	i
CCc1nn2c(N)c(/C=C3\C=Nc4ccccc43)c(=O)nc2s1	i	1.0&4.4	i	i	i	i	0.1&-0.8	i	i	14.2&15.3	6.85*
c1nnc(NC2=NCCCCC2)s1	i	7.7	i	i	i	i	0.6	i	i	-3.9	i
Cc1cc2occ(CC(=O)OCC(=O)Nc3sc4c(c3C#N)CCC(C)C4)c2cc1C (centres undefined)	i	6.2	i	i	i	i	0.7	i	i	-11.3	i
CCOc1ccc(C(N)=O)cc1OC	i	11.1	i	i	i	i	-0.2	i	i	6.0	i
CCOc1ccc(NS(=O)(=O)c2ccc(C(=O)NC3CCN(Cc4ccccc4)CC3)cc2)cc1	i	-3.1	i	i	i	i	-0.4	i	i	-2.6	i
CCOC(=O)c1ccccc1NC(=O)Cn1c(=O)n(Cc2ccccc2)c(=O)c2c(C)c(C)sc21	i	-31.1	i	i	i	i	-0.2	i	i	-0.6	i
CNC(=S)Nc1ccc(N2CCN(c3ccc(C(F)(F)F)cn3)CC2)nc1	i	0.7	i	i	i	i	-0.2	i	i	4.8	i
Cc1ccc(NC(=O)CCn2cccc2)cc1	i	-6.3	i	i	i	i	1.3	i	i	-5.8	i
CC(C)Oc1ncnc2c1[nH]c1ccccc12	i	-4.3	i	i	i	i	1.8	i	i	0.5	i
Cc1ccc(C)c(SCC(=O)OCC(=O)c2ccco2)c1	i	-4.8	i	i	i	i	-0.4	i	i	-1.6	i
O=C(NC(=S)NCCc1ccccc1)c1ccccc1F	i	-9.1	i	i	i	i	0.5	i	i	-6.7	i
CCOC(=O)c1cc(-c2ccccc2)sc1NC(=O)CN1C(=O)NC(CC)(c2ccc(F)cc2)C1=O (centres undefined)	i	0.0	i	i	i	i	-1.6	i	i	12.4	i
Cc1cc(C)nc(NS(=O)(=O)c2ccc(NC(=O)C3CC(=O)N(c4ccccc4)C3)cc2)n1 (centres undefined)	i	6.9	i	i	i	i	0.5	i	i	-0.5	i
Cc1cccc2sc(NNC(=O)c3ccc(S(=O)(=O)N4CCc5ccccc5C4)cc3)nc12	i	5.0	i	i	i	i	13.5*	i	i	59.2*	i
COc1ccc(CN(C(=S)Nc2ccccc2)C2CC(=O)N(c3ccc(F)cc3)C2=O)cc1 (centres undefined)	i	2.5	i	i	i	i	0.1	i	i	-0.6	i
CC(NC(=O)NCC1CCCO1)(C(F)(F)F)C(F)(F)F (centres undefined)	i	-25.7	i	i	i	i	-0.4	i	i	-10.1	i
CC(C)(C)c1nc(CN2CCOCC2)ccc1O	i	0.4	i	i	i	i	0.3	i	i	-5.0	i
Cn1c(N)c(C(=O)COC(=O)CSc2ccccc2)c(=O)n(C)c1=O	i	-6.0	i	i	i	i	-0.2	i	i	-2.9	i
Cc1cc(NC(=O)CCCC(=O)NCc2cccs2)no1	i	-4.0	i	i	i	i	-0.4	i	i	-4.5	i
COc1ccc(/C=N/NC(=O)c2cccc([N+](=O)[O-])c2)cc1O	i	0.8	i	i	i	i	0.3	i	i	-4.0	i
COc1ccc(-c2cc(CNS(=O)(=O)c3ccc(F)cc3)on2)cc1	i	0.2	i	i	i	i	-0.3	i	i	1.4	i
CSc1ccccc1NC(=O)COC(=O)CCc1ccccc1	i	-4.6	i	i	i	i	0.1	i	i	-1.0	i
Cc1ccc(CNS(=O)(=O)c2cc3c(cc2C)NC(=O)CO3)cc1	i	7.8	i	i	i	i	-0.1	i	i	-4.4	i
Cc1ccc(C(=O)CSc2nnc(-c3ccncc3)n2C)cc1	i	-0.5	i	i	i	i	0.2	i	i	-0.9	i
Cc1ccc(C2CC(c3ccccc3)=NN2C(=O)CSc2nnc(-c3ccncc3)n2C)o1 (centres undefined)	i	3.0	i	i	i	i	-0.1	i	i	-3.8	i
Cc1ccc(Nc2nc(C)c(CCC(C)C)c(=O)[nH]2)cc1	i	2.7	i	i	i	i	0.3	i	i	7.1	i
COc1ccc(/C=N/NC(=O)CC(=O)NC2CCCCC2)cc1	i	-4.1	i	i	i	i	-0.1	i	i	6.3	i
Cc1cc(C)cc(NCc2cc3c(cc2[N+](=O)[O-])OCO3)c1	i	-0.6	i	i	i	i	0.1	i	i	1.4	i
CCN1CCn2c3c(c4cc(Br)ccc42)CCCC31 (centres undefined)	i	8.9	i	i	i	i	-0.1	i	i	40.0	i
CS(=O)(=O)c1ccc2nc(NC3(C(F)(F)F)N=C4SCCN4C3=O)sc2c1 (centres undefined)	i	3.1	i	i	i	i	-0.1	i	i	2.3	i
Cc1cccn2c(=O)c(/C=C(\C#N)C(=O)NCc3ccccc3)c(N3CCC(C(N)=O)CC3)nc12	i	12.2	i	i	i	i	0.5	i	i	0.3	i
Cc1cc(C(=O)N/N=C/c2cccs2)no1	i	6.7	i	i	i	i	1.4	i	27.9*	-3.3	i
COc1ccc(C2CC(c3ccccc3)=NN2C(=O)COC(=O)c2cc(S(=O)(=O)N3CCOCC3)ccc2F)cc1 (centres undefined)	i	3.4	i	i	i	i	-4.7	i	i	6.0	i
CCCCCNC(=O)C1c2ccccc2Oc2ccccc21	i	-1.7	i	i	i	i	-0.2	i	i	7.0	i
Cc1cc(Cl)ccc1Oc1cccc(C(=O)/C(C#N)=C/N(C)C)c1	i	-1.7	i	i	i	i	-1.8	i	i	4.4	i
Cc1nc2ccccn2c(=O)c1NC(=O)c1cccs1	i	3.0	i	i	i	i	-1.2	i	i	-2.0	i
CC1(C)CC(=O)C2=C(C1)N(Cc1cccnc1)C(=O)C2(NC(=O)c1cccnc1)C(F)(F)F (centres undefined)	i	5.2	i	i	i	i	0.4	i	i	-1.7	i
COc1ccc(S(=O)(=O)Nc2ccccc2C(=O)NCc2cccnc2)cc1C	i	7.7	i	i	i	i	0.2	i	i	0.9	i
O=C(Cn1nnc(-c2ccccc2)n1)OCc1ccccc1	i	1.2	i	i	i	i	-18.0	i	i	-2.6	i
COc1cc(S(=O)(=O)N2CCCN(C)CC2)ccc1NC(C)=O	i	-8.0	i	i	i	i	0.4	i	i	-3.3	i
CCOC(=O)N1CCN(C(=O)CN(c2cccc(C(F)(F)F)c2)S(C)(=O)=O)CC1	i	0.5	i	i	i	i	-0.7	i	i	2.3	i
O=C(Nc1ccc(C(=O)O)cc1)Nc1cccc2ccccc12	i	-3.6	i	i	i	i	-0.1	i	i	6.9	i
CNCc1ccccc1Sc1cccc2ccccc12	i	0.1	-6*	i	i	i	-0.4	i	i	-1.4	i
Cc1cc(=O)oc2cc(OCC(=O)OCC(=O)Nc3ccc(C(C)C)cc3)ccc12	i	2.0	i	i	i	i	0.0	i	i	-3.4	i
CCN(CC)CCn1c(NCc2cc(OC)ccc2OC)nc2ccccc21	i	-1.5	i	i	i	i	-0.9	i	i	0.4	i
COc1cc(C2NC(=O)NC(C)=C2C(=O)OC(C)(C)C)ccc1OCC(=O)O (centres undefined)	i	10.0	i	i	i	i	0.5	i	i	.	i
Cc1ccc(CCNC(=O)c2cc(-c3ccncc3)nc3ccccc23)cc1	i	-22.7	i	i	i	i	-0.5	i	i	-5.6	i
COc1cccc(CNC(=O)Cn2cccc2C(=O)c2ccccc2C)c1	i	-1.6	i	i	i	i	1.1	i	i	-1.5	i
(continued)
SMILES	RGS4 pot	Platelet DG rel	TRPC4 block	MrgX1 antag	RGS4 block	TRPC6 activator	HIF activator	TRPC6 inhibitor	MrgX1 agonist	SKKanGAS inh	MrgX1 PAM
COc1ccc(/C=N/n2cnnc2SCc2ccc(OC)cc2)cc1	i	5.2	i	i	i	i	-0.1	i	i	9.8	i
Cc1ccc(NC(=O)C2CCCC2)cc1Cl	i	12.0	i	i	i	i	0.7	i	i	5.9	i
CCCCn1c(SCC(N)=O)nc2ccc(N3CCOCC3)cc2c1=O	i	-10.6	i	i	i	i	-0.1	i	i	3.2	i
Cc1ccc(C)c(S(=O)(=O)N2CCN(CC(=O)NC(=O)NCc3ccccc3)CC2)c1	i	3.5	i	i	i	i	0.6	i	i	-7.9	i
O=C(CCCc1cccs1)Nc1nc2c(s1)CCCC2	i	0.6	i	i	i	i	3.7	i	i	5.2	i
CCCCN1C(=O)C(NC(=O)C2CC2)(C(F)(F)F)C2=C1CC(C)(C)CC2=O (centres undefined)	i	-3.1	i	i	i	i	0.2	i	i	0.0	i
CCOC(CNC(=O)C(=O)Nc1cc2c3c(c1)CC(=O)N3CCC2)OCC	i	7.6	i	i	i	i	-0.2	i	i	-1.6	i
